# From PubChem
# KDM5B inhibitor = KDM5B demethylase inhibition | Potency, µM (top dose mostly 57.7 µM), without a hit: at the top dose activity change, negative = inhibition, most hits filed as inhibitors | 2.6% of 220,000 active | KDM5B demethylase, FDH-coupled NADH fluorescence (FDH is formaldehyde dehydrogenase) | AID 1347165; active = well fitted inhibition curve with a large enough effect; inconclusive = small, poorly fitted or top-dose-only effect; inactive = no such curve, though single readings can be large or run the other way; note: 0% is about no effect; nearly all actives have a fitted effect of over 70% in size
# Target sequence (Q9UGL1 whole entry, looked up): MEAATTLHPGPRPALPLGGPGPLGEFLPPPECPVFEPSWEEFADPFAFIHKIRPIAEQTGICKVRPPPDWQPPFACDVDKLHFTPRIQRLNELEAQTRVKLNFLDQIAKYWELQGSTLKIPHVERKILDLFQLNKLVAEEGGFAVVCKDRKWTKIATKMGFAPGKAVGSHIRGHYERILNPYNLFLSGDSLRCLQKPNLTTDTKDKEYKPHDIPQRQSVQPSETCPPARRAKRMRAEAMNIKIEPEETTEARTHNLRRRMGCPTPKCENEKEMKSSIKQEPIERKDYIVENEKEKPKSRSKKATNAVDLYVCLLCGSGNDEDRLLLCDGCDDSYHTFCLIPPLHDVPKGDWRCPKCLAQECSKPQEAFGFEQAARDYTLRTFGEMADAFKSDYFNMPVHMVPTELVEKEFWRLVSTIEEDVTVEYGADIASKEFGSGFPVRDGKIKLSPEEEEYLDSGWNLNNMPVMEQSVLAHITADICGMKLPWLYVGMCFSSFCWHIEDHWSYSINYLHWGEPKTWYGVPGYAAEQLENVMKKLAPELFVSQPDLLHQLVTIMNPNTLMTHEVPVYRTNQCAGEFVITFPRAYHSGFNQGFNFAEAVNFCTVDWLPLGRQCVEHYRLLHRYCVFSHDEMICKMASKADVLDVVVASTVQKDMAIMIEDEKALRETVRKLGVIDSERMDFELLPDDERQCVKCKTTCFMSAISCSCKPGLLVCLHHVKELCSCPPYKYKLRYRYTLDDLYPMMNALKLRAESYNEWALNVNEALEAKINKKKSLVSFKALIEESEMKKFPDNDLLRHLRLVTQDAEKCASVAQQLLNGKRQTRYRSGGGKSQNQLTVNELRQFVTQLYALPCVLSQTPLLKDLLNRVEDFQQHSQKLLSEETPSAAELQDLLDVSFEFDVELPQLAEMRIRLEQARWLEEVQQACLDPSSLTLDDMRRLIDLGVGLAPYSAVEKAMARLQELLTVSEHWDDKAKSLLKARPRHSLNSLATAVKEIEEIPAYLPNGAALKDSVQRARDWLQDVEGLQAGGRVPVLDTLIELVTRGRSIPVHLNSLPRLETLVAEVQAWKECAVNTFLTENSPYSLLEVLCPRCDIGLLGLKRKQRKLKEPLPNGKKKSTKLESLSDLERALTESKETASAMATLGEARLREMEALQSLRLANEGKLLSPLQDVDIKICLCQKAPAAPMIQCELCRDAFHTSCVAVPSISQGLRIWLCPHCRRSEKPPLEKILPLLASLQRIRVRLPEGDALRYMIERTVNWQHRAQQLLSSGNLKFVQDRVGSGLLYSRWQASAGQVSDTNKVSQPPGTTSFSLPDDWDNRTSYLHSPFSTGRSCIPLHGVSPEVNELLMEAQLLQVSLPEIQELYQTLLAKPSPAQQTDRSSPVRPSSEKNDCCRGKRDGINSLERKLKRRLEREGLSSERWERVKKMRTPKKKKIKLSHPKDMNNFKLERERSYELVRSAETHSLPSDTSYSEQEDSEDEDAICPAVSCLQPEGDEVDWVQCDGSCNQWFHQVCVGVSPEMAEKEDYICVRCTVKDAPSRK
#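 KDM5BΔAP (200 nM final) in 50 mM HEPES pH 7.5, 0.01% Tween-20 was preincubated 10 min at RT with compound over a concentration range. Substrate mix (H3K4me3 12.5 µM, α-KG 25 µM, Fe²⁺, ascorbate, NAD⁺, FDH) was added, and NADH fluorescence change over 30 min gave dose-response curves.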
# * hit, by the source's call; i = inactive; ? = inconclusive; & = joins results of further samples; [ ] = dose if it differs, or a comment. Potency is the fitted concentration of half-maximal effect. These rows are one share of the data, so the mix of outcomes need not match the whole.
SMILES,KDM5B inhibitor
CC(Sc1nc2ccccc2o1)C(=O)Nc1ccc(Cl)cc1 (stereo not drawn),-15%
O=C(CC1C(=O)OCCN1Cc1ccccc1)Nc1cccc(C(F)(F)F)c1 (stereo not drawn),-19%
O=C1CCCN1CC1CCCN(Cc2cc(F)ccc2-n2cccn2)C1 (stereo not drawn),20%
COC(=O)c1cccc(NC(=O)CSc2nc(=O)[nH]nc2C)c1,-4%
FC(F)(F)c1cccc(-c2cc(-c3cccnc3)c3cncn3c2)c1,?
CCOc1ccc(Oc2ncnc3c2cnn3-c2ccccc2)cc1,-1%
Cc1ccc(CCCOC(=O)C[N+]2(C)CCOCC2)cc1,-2%
CN(C)c1ccc(NC(=O)c2ccc(C#N)cc2)cc1,-19%
Cc1c(C(=O)N2CCCCC2)c(S(=O)(=O)N2c3ccccc3CC2C)c(C)n1C (stereo not drawn),5%
COc1cccc(NC(=O)CSc2nc(-c3ccccc3)nc3c2Cc2cc(Cl)ccc2O3)c1,0%

# Next section; it opens with the 2 that closed the last part.
SMILES,KDM5B inhibitor
Cc1c(C(=O)N2CCCCC2)c(S(=O)(=O)N2c3ccccc3CC2C)c(C)n1C (stereo not drawn),5%
COc1cccc(NC(=O)CSc2nc(-c3ccccc3)nc3c2Cc2cc(Cl)ccc2O3)c1,0%
CC(C)NCc1ccc(-c2ccccc2)o1,9%
O=[N+]([O-])c1ccc2[nH]c3ccccc3c2c1,-4%
O=C(Cn1ncc2c3ccccc3n(Cc3ccc(F)cc3)c2c1=O)NCc1cccs1,?
COc1ccc(-c2c[n+](CC(=O)c3cccs3)c3n2CCC3)cc1,11%
CC(C)C(=O)NCCc1ccc(C(=O)O)cc1,-1%
COc1cccc(/C=N/Nc2ncnc3c2[nH]c2ccc(C)cc23)c1OC,17%
OC(COCc1ccccc1F)Cn1nnc(-c2ccc(Br)cc2)n1 (stereo not drawn),4%
Cc1cccc(NC(=O)Cn2ccn3nc4c(c3c2=O)CCCC4)c1,?
CC(CCc1ccccc1)NC(=O)Cn1c(=O)nc(-c2ccccc2)c2cc(Cl)ccc21 (stereo not drawn),6%
O=S(=O)(N/N=C\c1ccccc1O)c1ccc(Cl)cc1,-4%

# 4 compounds picked at random from the list so far, as already listed:
SMILES,KDM5B inhibitor
CC(CCc1ccccc1)NC(=O)Cn1c(=O)nc(-c2ccccc2)c2cc(Cl)ccc21 (stereo not drawn),6%
Cc1cccc(NC(=O)Cn2ccn3nc4c(c3c2=O)CCCC4)c1,?
O=S(=O)(N/N=C\c1ccccc1O)c1ccc(Cl)cc1,-4%
O=[N+]([O-])c1ccc2[nH]c3ccccc3c2c1,-4%

# (next part)
SMILES,KDM5B inhibitor
Cc1ccc(C)c(N2CCN(CCN3CCCCC3)CC2)c1,?
Cc1nc2ccn(Cc3cccnc3)c(=O)c2cc1C(=O)N1CCN(c2ccccc2F)CC1,?
CCCC1c2nccn2CCCN1C(=O)c1cccn1C (stereo not drawn),-12%
CC(NC(=O)CSc1nnc(COc2ccccc2Cl)n1C)c1ccc2ccccc2c1 (stereo not drawn),-14%
C[S+](=O)([O-])N1CC2(CCN(Cc3ccc(Cl)cc3)C2)Cc2ccccc21 (stereo not drawn),-23%[149 µM]
CC(C)S(=O)(=O)N1CCCN(C(=O)C2CC2)C(c2ccccc2)CC(=O)NCC1 (stereo not drawn),-8%
CC(C)NC(=O)N1CCN(C(=O)C2CCCCC2)[C@@H](C(=O)N[C@@H](CC2CCCCC2)C(N)=O)C1,1%
CN(C)C(=O)c1ccc(-c2nnc3ccc(NC(=O)C4CCC4)cn23)cc1,22µM*
COc1ccc(C(=O)N2CCCC(c3nc(-c4cccnc4)no3)CCNC(=O)CC2)c(OC)n1 (stereo not drawn),-20%
COc1ccccc1C(=O)Nc1ccc([C@@H](O)[C@H]2COCC(=O)N2Cc2ccccc2F)cc1,-6%
CC(C)c1noc(-c2cn(C3CCCN(C(=O)c4ccco4)C3)nn2)n1 (stereo not drawn),-2%
Cc1ccc(-c2ccc3nnc(CNC(=O)C4CCCCC4)n3n2)cc1,?
COCCn1c(C)cc(C(=O)COC(=O)Cc2n[nH]c(=O)c3ccccc23)c1C,3%
N#Cc1ccc(-c2csc(C3CC3)n2)cc1,?
COc1ccc(Br)cc1Cn1nnc(C(=O)Nc2ccc(C)cc2C)c1N,?
Cc1cc2c(cc1C)NC(CC(=O)Nc1cccc(Cl)c1)C(=O)N2 (stereo not drawn),?
CCC(C)NC(=O)Cn1nc(Cc2ccncc2)c2ccccc2c1=O (stereo not drawn),26%
Cc1ccc(C(=O)N2CCc3sc(C(=O)NCc4ccc(N(C)C)cc4)cc3C2)cc1,-22%
COc1ccc(CN2C/C(=C/c3ccccc3)N3C(=O)C[C@@H](c4ccccc4)N=C23)c(OC)c1,-18%
Cc1cc(=O)oc2cc(OCc3ccc(C(=O)OCC(=O)NC(=O)NC(C)(C)C)cc3)ccc12,?
COc1c(C)cccc1C(=O)N1CCC2(CC1)Nc1ccccc1NC2=O,-21%
Cc1cccc(NC(=O)Cn2c(=O)n(-c3ccccc3)c(=O)c3c2cc(C)n3C)c1,-9%
Cc1cc2c(cc1S(=O)(=O)Nc1ccc(OC(F)(F)F)cc1)OCC(=O)N2,?
Cc1nc(N2CCN(c3ccccn3)CC2)c2c(C)c(C(=O)Nc3ccccc3F)sc2n1,?
Cc1ccccc1C(=O)NCCn1c(C)cc2ccccc21,9%
CCc1ccc(C2C(C(=O)Nc3ccccc3OC)=C(C)Nc3c(C(=O)Nc4ccc(C)cc4)cnn32)cc1 (stereo not drawn),?
O=C(Nc1ccc(Cl)c(Cl)c1)c1nn(Cc2ccccc2)c(=O)c2ccccc12,4%
O=C(COc1ccccc1)N1CCN(C(=O)c2nnn3c2COC(c2ccc(Cl)cc2)C3)CC1 (stereo not drawn),11%
Cc1ccc(NC(=O)Cn2nc3c(cc2=O)CCCCC3)c(C)c1,-8%
CCS(=O)(=O)CC(=O)NC(C)c1ccc(OCCC(C)C)cc1 (stereo not drawn),-4%
COCCn1c(SCC(=O)NC2CCCCC2)nc2c(c1=O)SCC2,8%
Cc1ccc(NC(=O)N2CCN(Cc3nc4ccc(C)cc4o3)CC2)cc1,-23%
CONC(=O)c1sc2nc(C(C)(C)C)nc(C)c2c1C,28%
COc1cccc(C(=O)N2c3ccc(C)cc3C(C)(c3ccccc3)CC2(C)C)c1 (stereo not drawn),-5%
CCCNC(=O)CC(c1ccc(F)cc1)N1Cc2ccccc2C1=O (stereo not drawn),-5%
COc1cccc(S(=O)(=O)N2C[C@@H](Oc3ccccc3)C[C@@H]2C(=O)N2CCOCC2)c1,-1%
Cc1ccc(-c2c(C(F)(F)F)nn3c(NCc4ccccn4)cc(C)nc23)cc1,3%
O=C(NCC(c1cccnc1)N1CCN(c2ccc(F)cc2)CC1)C(=O)Nc1ccccc1 (stereo not drawn),11%
O=C(NCCOc1ccc(F)cc1)C1CCN(S(=O)(=O)c2ccccc2)CC1,11%
COc1ccc(-c2nn(C)c(=O)c3ccccc23)cc1NC(=O)COc1cccc(C)c1,-16%

# Sorted by molecular weight (ascending): three of the compounds above
SMILES,KDM5B inhibitor
COCCn1c(SCC(=O)NC2CCCCC2)nc2c(c1=O)SCC2,8%
Cc1ccc(-c2c(C(F)(F)F)nn3c(NCc4ccccn4)cc(C)nc23)cc1,3%
COc1cccc(S(=O)(=O)N2C[C@@H](Oc3ccccc3)C[C@@H]2C(=O)N2CCOCC2)c1,-1%

# (next part)
SMILES,KDM5B inhibitor
Clc1cccc(Sc2ccc(-c3ccccn3)s2)c1,?
CCCn1nc(C(=O)Nc2ccc(SC(F)F)cc2)c2ccccc2c1=O,-9%
Cn1cc(C(=O)N2CCCCCCNC(=O)[C@@H]3CCC[C@@H]32)cn1,-31%
Cc1ccc(Cl)cc1N1CCN(C(=O)c2cccn2-c2nnc(N3CCCCC3)s2)CC1,-23%
Cc1cn2c(=O)cc(COC(=O)c3ccc(NC(=O)c4ccccc4C)cc3)nc2s1,-2%
CCN(CC)C(=O)[C@@H](C)C1CC[C@@]2(C)CC[C@H](NC(=O)COc3ccccc3)[C@@H](C)[C@@H]2[C@H]1O (stereo partly drawn),-25%
COc1ccc(-c2ccc3c(c2)C(=O)N2CC[C@H](NC(=O)CSC)[C@H]2C(=O)N3)cc1,?
O=C(CNCc1ccco1)Nc1cccc(S(=O)(=O)N2CCCCC2)c1,?
COCC1CN(C(C)=O)CC12CCN(S(=O)(=O)C(C)C)CC2 (stereo not drawn),-29%
Cc1ccc2cc(CSc3nnc(C(F)(F)F)n3C)c(Cl)nc2c1C,26%
COc1cccc(CNC(=O)CCS(=O)(=O)c2ccc3c(c2)oc(=O)n3C)c1,?
COc1ccc(CCC(=O)NCc2cccc(C(F)(F)F)c2)cc1,32%
COc1ccccc1CNC(=O)CCCCn1c(=O)c2ccccc2n(CC(=O)Nc2cc(Cl)ccc2C)c1=O,-10%
Cc1noc(-c2cn(C3CCN(C(=O)c4cccc(Br)c4)CC3)nn2)n1,-6%
COc1ccc(S(=O)(=O)Oc2ccc3c(c2)O/C(=C\c2ccccc2C)C3=O)cc1,12%
Cc1ccc(-c2cc(C(=O)N3CCN(C(=O)c4ccco4)CC3)c3ccccc3n2)o1,i
CCc1cc(NCCNC(=O)c2ccccc2Cl)n2nccc2n1,?
Cc1ccc(S(=O)(=O)c2[nH]c(-c3ccccc3)nc2SCC(N)=O)cc1,6%&0%
CCN1C(=O)Cc2ccccc2C1C(=O)NCc1ccccc1Br (stereo not drawn),?
O=C(CSc1nc2ncccc2o1)Nc1cccc(C(F)(F)F)c1,8%
O=C(CCn1c(=O)c2cccn2c2ccc(F)cc21)NCc1ccccc1F,-21%
COc1ccc(N2CC(C(=O)NCCc3ccc(F)cc3)NC2=O)cc1 (stereo not drawn),-13%
CCOC(=O)C(C)Oc1ccc2c(=O)c(-c3ccc(Cl)cc3)coc2c1 (stereo not drawn),5%
N#C/C(=C\c1cccc(F)c1)c1nc(-c2cc3c(ccc4ccccc43)oc2=O)cs1,?
Cc1ccc(C)c2c(=O)cc(CSc3nnc(-c4cccc(F)c4)n3C)[nH]c12,17%
S=C(NCc1ccccc1)NN=C(Cc1ccccc1)Cc1ccccc1,4%
CCCCc1cc(=O)oc2cc(C)cc(OCc3nn[nH]n3)c12,?
CCN(CC)C(=O)COC(=O)c1ccccc1NC(=O)c1ccco1,-9%
O=C(c1c(F)cccc1F)N1CCCC2(C1)NC(=O)N(Cc1cccc(Cl)c1)C2=O (stereo not drawn),-20%
Cc1ccc(-c2noc([C@@H]3C[C@@H](O)CN3Cc3cccc(OC(F)(F)F)c3)n2)cc1F,-40%
CCCNC(=O)C1COC2(CCN(C(=O)c3ccco3)CC2)N1C(=O)c1ccc(F)cc1 (stereo not drawn),-20%
COC(=O)C1=CN(C)C=C(C(=O)OC)C1c1ccccc1OCc1ccccc1,i
COc1cc2c(cc1OC)C(c1ccccc1)N(CC(=O)Nc1ccc(NC(C)=O)cc1)CC2 (stereo not drawn),8%
O=C1CCN(S(=O)(=O)c2ccccc2)CCCN(C(=O)Cc2ccccc2)CCN1,5%
CN(C)C(=O)c1cccnc1-c1nc2ccccc2s1,-20%
CC1CC(C#N)N(N(C)C)C1=C(C#N)C#N (stereo not drawn),-1%
CC(C)c1nnc(C2CN(C(=O)Cc3ccccc3)CC23CCOCC3)o1 (stereo not drawn),15%
O=C(NCCc1ccccc1)N1CCC(c2noc(-c3ccccc3)n2)C1 (stereo not drawn),-15%
COC(=O)c1c(C)sc(-c2c(-c3ccc4c(c3)OCCO4)[nH]c3c2c(=O)n(C)c(=O)n3C)c1O,-4%
NC(=O)NCCC(=O)O,-11%
Cc1cc(NC(=O)C2CCCN(S(=O)(=O)c3cccc4nsnc34)C2)ccc1Br (stereo not drawn),-3%
Fc1ccc(Nc2nc(SCc3cccc(Cl)c3)nc3ccccc23)cc1,?
COc1cccc(CNc2cc(C)nc3nc(-c4ccc(C)cc4)nn23)c1,?
COc1ccc(/C(O)=C2\C(=O)C(=O)NC2c2ccc(Cl)cc2)cc1F (stereo not drawn),-19%
O=C(/C=C/NCCN(/C=C/C(=O)C(F)(F)F)CCN/C=C/C(=O)C(F)(F)F)C(F)(F)F,-6%
CCCCOc1ccc(C(=O)OCC(=O)c2ccc(Cl)cc2Cl)cc1,-17%
COc1cccc(NC(=O)CN(C)S(=O)(=O)c2ccc3nc(C)sc3c2)c1,-30%
O=C1c2c(-c3nc(-c4ccsc4)no3)nnn2CCN1Cc1ccccc1,-16%
COc1ccc(C(=O)N[C@@H]2CCC[C@@H]2C(=O)NCc2cccnc2)cn1,20%
Cc1cc(C)cc(N2C(=O)N(CC(=O)c3ccc(Br)cc3)c3ccccc3S2(=O)=O)c1,-9%

# Two of these compounds, reformatted.
> Fc1ccc(Nc2nc(SCc3cccc(Cl)c3)nc3ccccc23)cc1
  KDM5B inhibitor = ?
> COc1cccc(CNc2cc(C)nc3nc(-c4ccc(C)cc4)nn23)c1
  KDM5B inhibitor = ?
